SW480 rereplic: DNA re-replication induction in SW480 cells; actives 1.8% (n = 340,000); SW480 DNA re-replication, Hoechst DNA content imaging, 48 h; Potency, µM (highest dose often 46.1 µM), for inactives: top-dose re-replication activation, most hits filed as activators; note: potency is the fitted concentration of half-maximal effect; % of control where 0% means no effect; nearly all actives have a fitted effect of over 55% in size
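Image-based read-out: total Hoechst fluorescence of nuclei (405 nm excitation, 500-530 nm emission), with hits raising the fraction of high-intensity nuclei. SW480 colon cells incubated 48 hr with compounds at 37 C.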
GLP1R ag: agonists of human GLP-1 receptor; P43220; HEK293 GLP-1R CRE-luciferase, luminescence, 4-6 h; cells express a hypersensitive GLP-1R form; Potency, µM (top dose mostly 45.6 µM), for inactives: at the top dose activation, actives largely listed as activators; actives 0.007% (n = 380,000); AID 624172; note: potency is the fitted concentration of half-maximal effect; % of control where 0% means no effect
Target sequence (P43220 whole entry, looked up): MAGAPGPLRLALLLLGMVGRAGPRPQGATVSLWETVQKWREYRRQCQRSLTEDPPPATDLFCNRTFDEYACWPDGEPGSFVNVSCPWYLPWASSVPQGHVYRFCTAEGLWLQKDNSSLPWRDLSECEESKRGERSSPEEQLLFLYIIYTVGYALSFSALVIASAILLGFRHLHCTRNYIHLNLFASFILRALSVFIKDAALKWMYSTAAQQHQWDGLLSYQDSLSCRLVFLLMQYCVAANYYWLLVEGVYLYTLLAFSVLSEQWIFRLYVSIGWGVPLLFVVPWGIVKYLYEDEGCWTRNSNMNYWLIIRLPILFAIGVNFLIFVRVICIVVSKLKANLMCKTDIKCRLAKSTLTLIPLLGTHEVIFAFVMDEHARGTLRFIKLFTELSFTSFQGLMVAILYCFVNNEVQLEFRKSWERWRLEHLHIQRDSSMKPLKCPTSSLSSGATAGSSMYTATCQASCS
DRD3 antagonist: blocks the human D3 dopamine receptor. P35462. D3R cells, DiscoveRx beta-arrestin luminescence, antagonist mode; active compounds read low. max response, negative = inhibition, %. actives 2.5% (n = 360,000). AID 652054; in the data active = max response below about -50%; inconclusive = no clear call, values can overlap the other calls; note: % is set by controls: 0 for no effect and ±100 for the full control effect; mostly tested at two doses, the higher about 12 µM
Target sequence (P35462 whole entry, looked up): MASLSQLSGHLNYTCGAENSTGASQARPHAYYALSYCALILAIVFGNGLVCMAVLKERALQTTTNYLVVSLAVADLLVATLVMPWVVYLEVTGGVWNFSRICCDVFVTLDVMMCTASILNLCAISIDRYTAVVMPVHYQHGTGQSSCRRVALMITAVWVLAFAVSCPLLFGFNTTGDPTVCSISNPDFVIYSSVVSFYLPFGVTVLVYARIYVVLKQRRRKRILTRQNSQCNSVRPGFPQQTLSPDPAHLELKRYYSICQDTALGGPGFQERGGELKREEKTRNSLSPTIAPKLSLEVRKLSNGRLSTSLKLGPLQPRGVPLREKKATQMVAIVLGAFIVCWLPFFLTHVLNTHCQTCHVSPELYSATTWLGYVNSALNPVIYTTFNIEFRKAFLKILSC
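Cells plated overnight at 1500 cells/well, then exposed to library compounds with dopamine controls for 90 minutes at 37 degrees C. DiscoveRx reagent added for 30–60 minutes at room temperature; luminescence read, quantitative HTS format.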
D3 ag: activates the human D3 dopamine receptor. actives 0.58% (n = 410,000). max activation, %. AID 652048. P35462. D3R DiscoveRx beta-arrestin cells, luminescence, 90 min; in the data active = max activation above about 30%; note: 0% is about no effect; mostly tested at two doses, the higher about 12 µM
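Cells at 1500/well, incubated overnight, then treated with pinned compounds (dopamine as control) for 90 min at 37 degrees C. DiscoveRx reagent added for 30 - 60 minutes at room temperature; luminescence read.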
IL-1B inflam inh: blocks inflammasome-driven IL-1 beta release. THP-1 LPS/ATP IL-1B secretion, AlphaLISA, 16 h; active compounds read low. activity change, % at 57.5 µM. actives 4.7% (n = 360,000). AID 743279; in the data active = activity change below about -50%; inconclusive = mostly about -30% to -49%; note: % is set by controls: 0 for no effect and ±100 for the full control effect
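Secreted IL-1B measured by AlphaLISA bead assay after 16 h compound exposure of THP-1 cells; compounds (final up to 57.5 uM) added 1 h before LPS (250 ng/mL) and ATP (1.25 mM) stimulation; lower signal means less secretion.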
KB-3-1 tox: KB-3-1 parental cell cytotoxicity; KB-3-1 viability, CellTiter-Glo ATP luminescence, 72 h; actives 1.4% (n = 400,000); Potency, µM (top dose mostly 46.1 µM), without a hit: at the top dose activity change, negative = cytotoxic, usual class: cytotoxic; note: potency is the fitted concentration of half-maximal effect; % is set by controls: 0 for no effect and ±100 for the full control effect; nearly all actives have a fitted effect of over 60% in size
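Using CellTiter-Glo luminescence, growth of non-resistant KB-3-1 adenocarcinoma cells is assessed 72 h after pin-tool compound addition at 37 °C. Normalized responses across the concentration series yield fitted curves.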
HT1080 IDH1KD tx: HT-1080 IDH1 knockdown cell toxicity (counter line) | HT-1080 IDH1 knockdown viability, ATP luminescence, 48 h | Potency, µM (titrated, usually from 46.1 µM), for the others: at the top dose activity, negative = toxicity, most hits filed as cytotoxic | actives 2% (n = 360,000);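 note: potency is the fitted concentration of half-maximal effect; 0% = DMSO wells and -100% = cell-free medium wells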
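Using the IDH1-knockdown HT-1080 line run in the same batch and compound series as the NT line, viability after 48 h at 37 °C was determined by CellTiter-Glo luminescence and expressed as % activity.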
KB-V1 cytotox: kills drug-selected multidrug resistant KB-V1 cells | KB-V1 MDR cells viability, CellTiter-Glo, 72 h | Potency, µM (doses to about 46.1 µM), for the others: top-dose activity change, negative = cytotoxicity, actives largely listed as cytotoxic | actives 3.4% (n = 400,000) | AID 1347076; note: potency is the fitted concentration of half-maximal effect; % is set by controls: 0 for no effect and ±100 for the full control effect; nearly all actives have a fitted effect of over 60% in size
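Luminescent ATP read-out (CellTiter-Glo, 10 min) measures survival of drug-selected KB-V1 MDR cells after 72 h, 37 degrees C compound exposure. Medium: phenol-red-free DMEM, 10% FBS. Values from fitted concentration-response curves.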
HT1080NT lethal: kills 2HG-producing HT-1080-NT fibrosarcoma cells; HT-1080-NT fibrosarcoma viability, CellTiter-Glo ATP luminescence, 48 h; Potency, µM (series often up to 46.1 µM), inactives show at the highest dose activity, negative = less viability, most hits filed as cytotoxic; actives 1.6% (n = 360,000);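 note: NT is the 2HG producing partner of a matched IDH1 knockdown line; potency is the fitted concentration of half-maximal effect; 0% = DMSO-treated cells and -100% = media-only wells without cells; nearly all actives have a fitted effect of over 55% in size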
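HT-1080-NT; 750 cells/well; 5% FBS RPMI; 48 h compound, 37 degrees C; CellTiter-Glo luminescence; curve fitting and curve-class assignment.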
* = called active by the depositor; ? = inconclusive; / = not tested or not shown; [ ] = remark or other dose. Unless noted, calls come from the whole dose curve; as a rule, active = well fitted curve in the direction sought with a large enough effect; inconclusive = small, poorly fitted or top-dose-only effect, or another doubt; inactive = no such curve, though single readings can be large; an effect the other way counts as inactive or inconclusive.

SMILES	SW480 rereplic	GLP1R ag	DRD3 antagonist	D3 ag	IL-1B inflam inh	KB-3-1 tox	HT1080 IDH1KD tx	KB-V1 cytotox	HT1080NT lethal
Cn1c(=O)[nH]c(=O)c2c1nc1n2CCCN1Cc1ccccc1	-26%	8%	14	-1	6	0%	8%	11%	0%
O=c1cc(CSc2nc(NCc3ccc(Cl)cc3)c3ccccc3n2)nc2ccc(Cl)cn12	-9%	9%	3	7	23	19%	17%	-2%	-3%
O=C1c2ccccc2C(Nc2ccc3c(c2)OCO3)N1Cc1ccc2c(c1)OCO2 (centres undefined)	6%	18%	2	5	-17	-20%	-24%	-3%	-27%
Cc1cccc(C)c1N=Cc1c(C(F)(F)F)[nH][nH]c1=O	2%	-5%	12	0	7	3%	1%	?	14%
CC(=O)Nc1ccc(S(=O)(=O)N(C)CC(=O)N(C)Cc2sccc2C)cc1	5%	-26%	11	-6	-5	-9%	0%	-27%	-2%
COc1ccc(NC(=O)CC2SC(N3CCOCC3)=NC2=O)c(OC)c1 (centres undefined)	0%	5%	7	9	-15	10%	16%	29%	15%
CCN1CCN(CCNC(=O)c2ccc3c(c2)NC(=O)/C(=C\c2ccc(OC)c(OC)c2)S3)CC1	-4%	8%	8	-2	17	-6%	3%	21%	0%
O=C(Cn1c(=S)[nH]c2ccccc2c1=O)N1CCc2ccccc2C1	-13%	2%	-24	-12	25	-5%	-14%	-33%	0%
CCOC(=O)n1c(=O)n(Cc2ccc(Cl)cc2Cl)c2ccccc21	-2%	11%	30	0	-8	?	-3%	-13%	-23%
COCCN(C(=S)Nc1cc(C)ccc1C)C(C)c1cccnc1 (centres undefined)	-3%	-2%	-4	-10	6	4%	4%	-10%	3%
COc1ccc(C2Nc3ccccc3C(=O)N2c2ccccc2)cc1COc1ccccn1 (centres undefined)	-7%	-4%	11	-1	-27	3%	2%	-10%	0%
Cc1ccnc(NC(=O)c2cc(S(=O)(=O)NCc3ccccc3)ccc2C)c1	-20%	10%	-16	0	-13	1%	-1%	17%	-3%
COc1ccccc1C(CNC(=O)c1ccc(C)c(S(=O)(=O)N2CCCCC2)c1)N1CCCC1 (centres undefined)	-13%	16%	-17	-19	-13	-11%	9%	-1%	-3%
CNC(=O)C[C@H]1C(=O)N(Cc2ccccc2)C[C@@H]1C	/	-5%	3	-1	10	7%	5%	-20%	4%
Cc1cc(C(=O)N/N=C/c2ccc(N(C)C)o2)cs1	?	-3%	7	-2	11	-19%	-21%	-1%	-13%
C[C@@H]1CN([C@@H](C)CO)C(=O)CCCn2nncc2CO[C@H]1CN(C)C(=O)Nc1ccc(N2CCCCC2)cc1	/	0%	6	10	5	-3%	1%	-9%	3%
CCN(CC)CCN1C2=C(C(=O)CC(C)(C)C2)C(c2cccc(F)c2)C2=C1CC(C)(C)CC2=O	-3%	1%	-10	7	1	12%	-12%	?	-1%
CC(=O)c1c(C)[nH]c(C(=O)Nc2ccc3c(c2)OCCO3)c1C	-8%	-7%	-22	1	?	1%	7%	-12%	?
COc1ccc(CCNC(=O)C2CCN(C(=O)c3ccc(F)cc3)CC2)cc1OC	-33%[inhibitor]	-1%	10	4	-19	5%	-5%	0%	10%
CN(CC(=O)NCc1ccco1)S(=O)(=O)c1ccc2c(c1)n(C)c(=O)c(=O)n2C	-2%	-16%	-15	21	-10	1%	6%	13%	0%[9.24 µM]
O=C(Nc1nnc(-c2ccco2)o1)c1ccc(Br)s1	/	-3%	-1	2	12	-5%	-18%	?	-14%
COc1cccc(C(=O)C2CCCN(Cc3cn(CC(N)=O)c4ccccc34)C2)c1 (centres undefined)	-1%	11%	-24	-6	?	-5%	-10%	3%	-10%
CC(c1ccccn1)N(CCN(C)C)C(=S)Nc1cccc(F)c1 (centres undefined)	-1%	1%	13	-4	-17	-6%	-30%	-7%	5%[9.24 µM]
O=C(C1=C(O)C(=O)N(CCN2CCOCC2)C1c1cccc(Br)c1)c1cccs1 (centres undefined)	9%	0%	-6	-15	30	1%	?	16%	?
CCOC(=O)c1oc2ccccc2c1CN1CCOCC1	-14%	8%	13	0	5	-1%	4%	3%	-2%
COc1ccccc1NC(=O)Cc1cccs1	1%	2%	?	-5	-11	-16%	-3%	1%	-9%
COc1ccc(C(=O)C2CCCN(S(=O)(=O)c3cccnc3)C2)c(C)c1 (centres undefined)	-83%[inhibitor]	7%	-4	0	23	-6%	-2%	?	7%
Cc1nn(C(=O)c2ccc(Br)cc2)c(C)c1S(=O)(=O)N1CCOCC1	/	-3%	/	1	/	10%	/	0%	/
O=c1c(Cc2ccccc2)c(O)ccn1C1CCCCCCC1	-81%[inhibitor]	0%	3	8	-2	-9%	-1%	?	1%
O=C(NCc1ccc(Cl)cc1)c1cccc(NC2=NC3CS(=O)(=O)CC3S2)c1 (centres undefined)	-14%	0%	17	5	-7	?	13%	0%	18%
CCCOC(=O)c1ccc(Nc2nc(C)cc(=O)[nH]2)cc1	2%	-12%	-5	-3	18	-5%	-6%	-6%	-5%
COc1ccc(-n2c(C)cc(C(=O)CN3C(=O)NC4(CCCc5sccc54)C3=O)c2C)cc1 (centres undefined)	6%	4%	-2	-2	-5	-12%	-21%	-3%	-19%
CS(=O)(=O)N1CCCCC1c1cc(C(=O)Nc2ccccc2Cl)no1 (centres undefined)	/	19%	-19	-6	?	0%	7%	-4%	10%
CC(Oc1ccccc1)C(=O)N/N=C/c1ccccn1 (centres undefined)	-4%	4%	-6	-2	6	-3%	-15%	-4%	-14%
CC(=O)c1c(C)nc(-c2ccc(OCC(=O)Nc3ccc(F)cc3)cc2)n1O	-18%	0%	6	-1	18	0%	0%	-6%	7%
COCC1CCN(C(=O)C2CCC(=O)N(Cc3ccc(Cl)cc3)C2)CC1 (centres undefined)	0%	-12%	2	6	8	0%	4%	?	2%
COc1cc2nc(CN3CCN(C(C)=O)CC3)[nH]c(=O)c2cc1OC	-24%	0%	5	1	24	17%	1%	2%	7%
O=C(COc1ccc(F)cc1)N(Cc1cccc(Br)c1)C1CCS(=O)(=O)C1 (centres undefined)	0%	5%	1	-12	0	3%	-9%	-9%	4%
CCC1CCC2(CC1)NNC(=S)NN2	-8%	15%	25	4	12	-1%	-6%	-5%	-7%
CN(CC(=O)NCc1ccc2c(c1)OCO2)CC(=O)Nc1ccc(F)c(F)c1F	-6%	9%	-3	-2	-7	12%	2%	0%	-1%

Reprinted from the part before: 2 entries; new compounds follow.
SMILES	SW480 rereplic	GLP1R ag	DRD3 antagonist	D3 ag	IL-1B inflam inh	KB-3-1 tox	HT1080 IDH1KD tx	KB-V1 cytotox	HT1080NT lethal
CCC1CCC2(CC1)NNC(=S)NN2	-8%	15%	25	4	12	-1%	-6%	-5%	-7%
CN(CC(=O)NCc1ccc2c(c1)OCO2)CC(=O)Nc1ccc(F)c(F)c1F	-6%	9%	-3	-2	-7	12%	2%	0%	-1%
COc1ccc(Cc2nnc(NC(=O)c3ccc(Cl)c([N+](=O)[O-])c3)s2)cc1	-7%	-9%	-18	4	35	14%	0%	17%	2%
O=C(NCC1CCCO1)c1cccc(F)c1 (centres undefined)	-2%	-15%	15	4	16	34%	6%	-3%	5%
CCCCN1C(Nc2ccccc2)=NC[C@@H]1Cc1ccccc1	-2%	-1%	0	-41	-15	5%	-17%	-5%	-16%
O=C(Cc1ccccc1F)Nc1ccc(S(=O)(=O)Nc2ncccn2)cc1	-2%	9%	-9	-7	-8	13%	-4%	-3%	20%
CCCCCOc1ccc(Br)cc1/C(C)=N/NC1=NCCN1	3.3µM*	1%	?	-7	-103*	?	5.2µM*	?	6.5µM*
C=CCc1cc(Cl)ccc1OCCOCCNCCOC	12%	4%	-16	-30	?	-5%	-16%	-3%	-11%
Cc1ccc(CN(C(=O)Cn2nnc3ccccc32)C(C(=O)NCc2ccco2)c2ccc(C)o2)cc1 (centres undefined)	5%	-4%	0	0	-18	9%	-6%	-7%	0%
COc1cccc(N(CC(=O)NCCSc2ccc(Cl)cc2)S(C)(=O)=O)c1	5%	4%	-14	1	-12	-26%	-2%	16µM*	-7%
Cc1ccc(S(=O)(=O)NC(=O)Nc2c(C)cccc2C)cc1	-1%	-1%	-2	-2	16	11%	6%	2%	8%
Cc1ccc(C(CC(=O)Nc2cc(C)cc(C)c2)N2Cc3ccccc3C2=O)cc1 (centres undefined)	/	1%	/	-7	/	-14%	/	?	/
CC(=O)C1=C(C)Nc2ncnn2C1c1cccc(Br)c1 (centres undefined)	-4%	7%	-14	-8	13	8%	11%	13%	-1%
Cc1ccc2cn[nH]c2c1NC(N)=S	1%	2%	1	0	7	-1%	-5%	6%	1%
O=C1CCN(Cc2ccccc2)CCN1CCOc1ccccc1	-1%	5%	3	-11	-4	?	-4%	?	-1%
Nn1c(SCC(=O)N2CCCc3ccccc32)nnc1-c1ccccc1	-3%	14%	19	2	0	4%	10%	-1%	10%
O=C(N/C(=C\c1cccs1)C(=O)N1CCOCC1)c1cccs1	1%	6%	6	1	-9	3%	9%	0%	14%
CC(=O)C1=C(C)NC(SCc2ccc(C#N)cc2)=C(C#N)C1c1ccco1 (centres undefined)	?	3%	-5	5	8	-9%	-1%	?	-6%
Cc1noc(C)c1C(=O)N1CCCC(N2CCN(c3cccc(C(F)(F)F)c3)CC2)C1 (centres undefined)	4%	9%	1	8	16	1%	-3%	-10%	-4%

Compound activity deposited in PubChem by National Center for Advancing Translational Sciences (NCATS).
